Bioassay records as filed in PubChem.
mABHD4 FP = inhibits mouse alpha/beta hydrolase domain 4; inhibition, % at 8.92 µM; 370,000 tested, 0.54% active; purified mABHD4, FP-Rh probe fluorescence polarization; Q8VD66;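 active = inhibition exceeding the mean over every tested compound plus 3 SD, cut at about 30% in these data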;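 note: 0% = plate median of compound wells and 100% = S159A mutant with DMSO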
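Material: mouse ABHD4 enzyme, wild type; Benchmarks: S159A mutant high control, sample median low control; Buffer or medium: HEPES pH 7.0, NaCl, Pluronic buffer; Signal: fluorescence polarization; Read-out: percent inhibition of probe binding, normalized to plate controls; Timing: pre-incubation 45 min, probe exposure 60 min, at 25 °C; Dosing: 8.92 µM, single dose.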
SIAE primary = blocks human sialic acid acetylesterase | Q9HAT2 | inhibition, % at 9.66 µM | SIAE FP-Rh probe binding, fluorescence polarization | 370,000 tested, 0.69% active | AID 1053197;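 active = inhibition above a cutoff: mean of compounds within the control limits plus 3 SD of those, cut at about 17% in these data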;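 note: 0% = plate median of compound wells and 100% = probe without SIAE protein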
Target sequence (Q9HAT2 whole entry, looked up): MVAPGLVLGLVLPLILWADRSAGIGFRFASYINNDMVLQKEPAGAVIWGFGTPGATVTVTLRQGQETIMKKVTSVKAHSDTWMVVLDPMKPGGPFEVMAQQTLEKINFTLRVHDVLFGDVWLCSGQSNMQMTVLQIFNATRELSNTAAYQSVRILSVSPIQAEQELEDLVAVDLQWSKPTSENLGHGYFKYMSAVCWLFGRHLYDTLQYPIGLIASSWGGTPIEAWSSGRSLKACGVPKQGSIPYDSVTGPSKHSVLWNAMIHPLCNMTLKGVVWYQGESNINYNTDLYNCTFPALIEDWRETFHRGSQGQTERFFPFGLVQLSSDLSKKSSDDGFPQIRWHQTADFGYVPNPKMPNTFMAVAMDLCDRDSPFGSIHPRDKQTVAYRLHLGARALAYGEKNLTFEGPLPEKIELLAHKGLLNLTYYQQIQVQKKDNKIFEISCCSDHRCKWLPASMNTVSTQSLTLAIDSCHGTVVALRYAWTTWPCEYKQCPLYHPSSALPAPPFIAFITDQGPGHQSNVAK
HTRA1 inhibitor = HTRA1 (human) protease inhibition. Q92743. recombinant HTRA1, FP-rhodamine activity-based probe, fluorescence polarization. inhibition, % at 5.96 µM. 340,000 tested, 0.5% active; in the data active = inhibition above about 36%;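 note: 0% = enzyme with DMSO and 100% = wells lacking enzyme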
UHRF1 MBD2 ctr = human UHRF1 methylated DNA binding inhibitors; inhibition, % at 4.4 µM; UHRF1 binding to methylated oligo, TR-FRET; 370,000 tested, 0.75% active; in the data active = inhibition above about 21%;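 note: UHRF1 SRA domain binding a hemimethylated CpG hairpin DNA probe; 0% = median of test compound wells and 100% = reference inhibitor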
PG9 Ab binder = PG9 antibody binding by small molecule | TR-FRET gp120-PG9 antibody binding | 360,000 tested, 0.43% active | inhibition, % at 6.7 µM; in the data active = inhibition above about 8.5%
Tn7 DDE FP = DD(E)-Tn7 binding inhibition, primary FP screen | FP displacement of FITC-Tn7 peptide from fibrin DD(E); 0% = median of compound wells per plate | inhibition, % at 8.3 µM | AID 720508 | 370,000 tested, 0.13% active;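 active = inhibition above the mean of compounds falling within the control limits plus 3 SD of them, cut at about 14% in these data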;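 note: 0% = plate median of compound wells and 100% = 10 µM Aha-Tn7 peptide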
Target sequence (P02675 whole entry, looked up): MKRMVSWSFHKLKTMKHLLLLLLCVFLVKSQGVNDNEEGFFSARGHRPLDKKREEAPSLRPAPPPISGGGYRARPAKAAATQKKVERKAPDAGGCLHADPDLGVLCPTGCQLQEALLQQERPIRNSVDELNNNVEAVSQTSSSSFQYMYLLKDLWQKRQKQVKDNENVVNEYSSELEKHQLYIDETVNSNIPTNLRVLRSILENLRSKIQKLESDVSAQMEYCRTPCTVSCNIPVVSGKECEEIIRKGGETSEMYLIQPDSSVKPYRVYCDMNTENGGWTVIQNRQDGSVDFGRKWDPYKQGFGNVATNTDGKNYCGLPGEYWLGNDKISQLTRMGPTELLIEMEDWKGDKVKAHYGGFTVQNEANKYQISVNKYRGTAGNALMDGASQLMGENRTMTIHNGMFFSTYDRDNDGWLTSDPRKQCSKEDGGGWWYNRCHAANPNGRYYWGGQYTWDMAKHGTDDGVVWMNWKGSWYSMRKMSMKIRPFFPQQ
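Test system – human fibrin DD(E) · Times – 10 min preincubation, 3 h with tracer, room temperature · Detection – fluorescence polarization of the labelled Tn7 tracer · Measure – percent inhibition normalized to high-control wells · Benchmarks – high control wells with 10 µM unlabelled Aha-Tn7 peptide (full inhibition) · Repeats – singlicate testing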
TCR-CD3 inh = inhibitors of human TCR-CD3 interaction; AID 651800; inhibition, % at 9.4 µM; 360,000 tested, 0.37% active; TAMRA-labeled TCR probe fluorescence, biochemical; in the data active = inhibition above about 19%;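 note: recombinant mutant TCR 2C K166C tagged with TAMRA read by polarization; 0% = receptor in buffer alone and 100% = receptor with positive control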
PRMT1 inh = blocks human protein arginine methyltransferase 1. Q99873. recombinant PRMT1, activity-based probe fluorescence polarization. inhibition, % at 2.79 µM. 370,000 tested, 1.3% active;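 active = inhibition above about 21% made by adding two undisclosed values, limit read from the data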
TDP2 inh = TDP2 (human) inhibition, absorbance primary screen. recombinant TDP2, T5PNP hydrolysis, p-nitrophenol absorbance 415 nm. inhibition, % at 12.8 µM. 370,000 tested, 0.34% active;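 active = inhibition above the mean of all tested compounds plus 3 SD, set per campaign, cut at about 25% in these data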;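 note: 0% = DMSO with enzyme and 100% = buffer with substrate but no TDP2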
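Incubation: 2 h at 37 °C; Test system: recombinant human TDP2; Quantity: enzyme 120 nM; Read-out basis: percent inhibition; Medium: 50 mM Tris-HCl pH 7.5 with Mg2+, KCl, DTT, BSA; Repeats: single replicate; Compound: 12.8 µM single point, 1% DMSO; Signal: epi absorbance; Reagent: 5 mM T5PNP chromogenic substrate; Benchmarks: no-enzyme high, DMSO-plus-enzyme low.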
LEDGF integ inh = blocks HIV-1 LEDGF/p75-dependent DNA integration; TR-FRET IN-LEDGF/p75 DNA integration, Eu/Cy5; inhibition, % at 3.7 µM; AID 743269; 370,000 tested, 0.64% active;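 active = inhibition above the screen-wide mean plus 3 SD, cut at about 13% in these data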;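 note: signal is the Cy5 over europium emission ratio at 671 and 618 nm; 0% = plate median of compound wells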
Active calls of the source: *; · = not tested or not shown.

SMILES	mABHD4 FP	SIAE primary	HTRA1 inhibitor	UHRF1 MBD2 ctr	PG9 Ab binder	Tn7 DDE FP	TCR-CD3 inh	PRMT1 inh	TDP2 inh	LEDGF integ inh
COc1ccc(OC)c(-c2csc(NC(=O)CSc3ccc([N+](=O)[O-])cc3)n2)c1	-21	-28	-8	-5	-0.5	9	4	6	6	1
CCS(=O)(=O)N1Cc2ccccc2CC1C(=O)N(C)Cc1ccc(OC)c(F)c1 (centres undefined)	3	-3	-10	-1	-1.0	6	-6	1	2	-1
COc1cnc(-c2ccccn2)nc1NC(C)C	-3	0	6	6	-1.7	4	1	-3	-13	1
O=c1[nH]cnc2nn(C3OC(CO)C(O)C3O)nc12 (centres undefined)	-13	3	·	1	0.4	9	1	5	-5	5
COc1ccc(S(=O)(=O)N2CCOC23CCN(S(=O)(=O)c2ccc(F)cc2C)CC3)cc1	-5	6	-22	0	-2.0	5	0	4	-9	0
O=C(COc1ccc2ccc(=O)oc2c1)NC(Cc1ccc(Cl)cc1)C(=O)O (centres undefined)	2	5	-4	0	-1.0	-1	2	-2	3	-4
CCOC(=O)C1=C(C(=O)OCC)C2N(Cc3ccc(C#N)cc3)c3ccccc3[C@@]23C[C@@H](C(=O)OC)N(S(=O)(=O)c2ccc(C)cc2)C3=N1 (some centres undefined)	0	-19	·	5	-0.8	-1	0	-1	7	1
COc1cccc(-c2nnc(NC(=O)c3cccc(F)c3)o2)c1	-6	-4	7	-4	-1.1	4	5	-5	-1	3
COc1ccc(OC)c(NC(=O)c2ccccc2NC(=O)c2ccco2)c1	-2	-2	-16	0	0.0	-4	-1	-2	0	-1
CCOC(=O)C1CCN(C(=O)Cc2ccccc2OC)CC1	7	8	-2	15	-3.0	-5	-5	-1	-1	1
COc1ccccc1C(CNC(=O)CNC(=O)c1ccccc1Cl)N1CCCC1 (centres undefined)	-14	-6	-7	5	0.8	-7	7	1	-9	-9
C=CCNc1nc(Nc2cc(Cl)ccc2OC)nc(OC)n1	-2	1	-3	1	-0.7	1	-4	6	-6	-4
Cc1ccccc1-n1cc(CNCc2c(C(=O)N(C)C)nc3ccc(Cl)cn23)cn1	-7	3	3	-5	-0.1	-1	7	-1	-2	-2
O=C(Nc1ccc(Cl)cc1Cl)Nn1cnnc1	0	0	-1	-2	0.8	2	-2	1	15	0
CC(C)CCNC(=O)c1cccnc1Sc1ccccc1	-12	4	0	-1	-0.5	-7	5	-1	12	-4
CCOC(=O)c1ccc(S(=O)(=O)N2CCN(C(=O)CSc3nc4ccccc4o3)CC2)cc1	-3	-5	-17	2	-2.3	-4	5	-3	-6	1
CCOC(=O)c1sc(NC(=O)/C=C/c2cnn(C)c2C)c(C(=O)OC(C)C)c1C	6	-9	-15	2	1.0	-6	1	-2	-4	-5
COc1ccc(CCN2C(=O)C3C(C2=O)C2C=CC3C23CC3)cc1OC (centres undefined)	4	4	3	-1	-1.8	-3	5	-3	7	4
Cc1c(O)ccc2c(CN3CCN(Cc4ccccc4)CC3)cc(=O)oc12	-3	4	0	-1	0.6	7	2	1	-9	1
O=C(OCC(=O)N1CCc2ccccc21)c1n[nH]c(=O)c2ccccc12	3	-10	7	12	-0.5	-3	-1	2	11	3
Cc1ccc(S(=O)(=O)Nc2cccc3c2CCCC3)cc1	-1	-1	-11	1	-0.3	0	-6	-1	-4	2
CCN(c1ccccc1)S(=O)(=O)c1cccc(C(=O)NCc2ccccc2CN2CCOCC2)c1	-3	0	-7	0	-2.4	0	3	-3	-7	-1
COc1ccc(C(=O)OCC(=O)c2ccco2)cc1[N+](=O)[O-]	3	1	6	2	-1.4	-1	4	-1	5	1
COc1cc(OC)cc(-c2c(C#Cc3ccsc3)c3cc(-c4ccc5cc[nH]c5c4)ccc3n2C)c1	8	7	3	-2	-0.6	0	-1	-4	4	-3
S=c1nc2ccccc2c2nc(-c3ccccc3Cl)[nH]n12	-6	-3	8	-11	-1.2	-8	-1	-2	-13	3
COc1ccc(CCNCC(O)Cn2ccc3ccccc32)cc1OC (centres undefined)	9	2	9	0	-2.1	2	-3	7	-2	-5
OC(COc1cccc2ccccc12)CN1CCN(c2ccc(Cl)cc2)CC1 (centres undefined)	1	0	-17	3	18*	-4	-3	-2	-4	1
CCOc1ccccc1N(CC(=O)NC1CCCCC1)C(=O)CNC(=O)c1ccco1	6	2	4	0	-2.3	-10	4	1	-4	1
CC(C)NC(=O)C1CCN(Cc2cccc(OCc3ccccc3)c2)CC1	13	7	5	1	1.1	-6	-1	-5	1	0
O=C(N/N=C/c1coc2ccccc2c1=O)c1cc(O)cc(O)c1	-16	-33	-33	-1	-0.5	-4	-8	1	5	-1
COc1ccc(OCCCC(=O)Nc2cc(S(=O)(=O)N3CCCCC3)ccc2C)cc1	-5	-7	-8	-1	1.6	1	-1	3	-1	-2
Cc1ccc(CCNC(=O)CN(C)S(=O)(=O)c2ccc3c(c2)c(=O)n(C)c(=O)n3C)cc1	-2	-10	-1	3	-0.8	-2	5	1	10	3
C[C@H]1[C@H](c2ccccc2)Oc2ccc(Cl)cc2S(=O)(=O)N1C[C@@H]1CCCN1C(=O)OC(C)(C)C	-7	-4	·	-2	0.1	11	6	-4	11	-1
CN(Cc1nccn1C)C(=O)CCc1nnc(CCC2CCCCC2)o1	3	2	5	2	0.4	4	-4	2	-4	-3
C=CCc1cccc(/C=N/NC(=O)C(=O)Nc2ccc(C)cc2)c1O	4	2	·	3	-2.5	4	0	1	1	-4
Cc1ccc(-c2ccccc2)n1-c1cccc(C(=O)O)c1	14	5	-1	5	-3.0	-1	-8	62*	-3	7
CCOc1ccc(C(C)=O)cc1COc1ccc(-c2nnco2)cc1	-1	-10	-19	-2	-1.1	-2	8	-1	4	2
O=C(Cc1ncc(C(F)(F)F)cc1Cl)N1CCN(c2cccc(Cl)c2)CC1	-1	-1	-9	0	-0.1	0	4	1	7	-3
Cc1ccc(F)cc1NCC(=O)Nc1ccc(Br)cc1	-8	-1	-18	0	-1.8	-1	2	1	-4	9
O=C(Nc1cccc(Cl)c1)OCCN1CCCC12CCC(c1ccccc1)CC2 (centres undefined)	6	6	·	-1	·	-3	·	0	2	-1
O=C(CNC(=O)c1ccco1)OCc1ccccc1Cl	2	-5	1	2	-0.1	-2	-3	3	5	-4
N#Cc1ccc(Oc2ccc(S(=O)(=O)N3CCOCC3)cn2)cc1	1	4	2	-1	-9.3	-7	-1	-2	0	5
Cc1cc(C)n(-c2n[nH]c(=O)c3ccccc23)n1	-3	1	1	1	-0.4	6	8	0	-3	-3
CCOC(=O)CCN(c1ccccc1)S(=O)(=O)c1ccc(-c2ccc(=O)[nH]n2)s1	-1	-1	-9	3	-2.6	4	-1	6	-7	-7
Cc1cccc2cc(CN(CCN(C)C)C(=S)NCc3ccco3)c(=O)[nH]c12	3	7	-1	0	1.1	1	-7	1	0	2
CCNC(=O)N(C)[C@H]1C[C@H]2c3[nH]c4c(-c5cccc(C)c5)cccc4c3CCN2C[C@H]1[C@H](C)O	4	-6	·	6	·	-4	·	2	-2	-1
O=C(/C=C/c1c(F)cccc1Cl)Nc1ccc(S(=O)(=O)Nc2ncccn2)cc1	6	-1	1	0	-0.3	0	-3	1	0	-5
CC(=O)C1=C(O)C(=O)N(c2ccc(S(N)(=O)=O)cc2)C1c1ccc([N+](=O)[O-])cc1 (centres undefined)	6	2	0	0	-1.4	-7	-6	0	10	0
O=S(=O)(NCc1cccnc1)c1cccc2cccnc12	-1	6	-8	1	0.1	3	4	0	-4	-1
COCCCNC(=S)NNC(=O)c1ccc(C(C)(C)C)cc1	-1	10	7	1	0.9	3	0	1	8	1
CCOC(=O)C1(CCOc2ccccc2)CCN(Cc2cccc(OC)c2)CC1	3	5	-11	-1	-1.2	-4	-2	-1	1	1
O=C(CSc1nnc(CNC(=O)c2ccc(F)cc2)o1)c1ccccc1	0	-2	3	-1	0.0	-5	0	-2	7	-1
C/C=C(/C)C(=O)Nc1cccc(C2=NOC3(C2)C[C@H](C(N)=O)N(C(=O)Cc2ccc([N+](=O)[O-])cc2)C3)c1 (some centres undefined)	-5	0	-4	4	0.1	6	-4	1	-4	2
CCCCCCSc1cccc(-c2nc3cc(C)ccn3c2NCc2ccccc2)c1	15	4	-11	2	1.8	9	-5	4	14	-2
Cc1ccc(N(C)/N=C/c2ccc(Cl)cc2Cl)nn1	-3	-2	-4	0	0.0	-6	-1	-2	1	7
CC(=O)Nc1cccc(-c2cn3ccc(C)cc3n2)c1	3	0	3	0	-0.6	0	-1	-1	0	-1
NS(=O)(=O)c1ccc(NC(=O)CSc2nnc(-c3ccc(O)cc3)o2)cc1	3	1	6	-2	0.8	0	-3	-2	9	1
CC1=C(C(=O)OCc2ccc(C)cc2)C(c2ccc(O)c([N+](=O)[O-])c2)NC(=O)N1 (centres undefined)	-4	3	0	-1	-1.8	6	7	1	0	-1
COc1ccccc1C(=O)NC1CCSc2ccccc21 (centres undefined)	1	2	-9	0	0.0	6	-3	2	1	1
CN1CCN(c2ccc(C(CC(N)=O)NC(=O)Cc3ccc(Br)cc3)cc2[N+](=O)[O-])CC1 (centres undefined)	3	6	-6	2	1.4	2	0	1	6	0
Cc1ccc(S(=O)(=O)N2CCOCC2)cc1NC(=O)CN1C(=O)CN(C)C1=O	6	0	-1	1	-0.9	-1	-3	3	6	-1
Nn1c(SCC(=O)Nc2ccc(OC(F)F)cc2)nnc(Cc2ccccc2)c1=O	-20	-31	-17	-3	0.3	-6	0	8	6	-4
